L major viab = Leishmania major promastigote growth inhibition. Leishmania major promastigotes, resazurin fluorescence viability. inhibition, % at 10 µM. hit rate 9% among 200,000. AID 1063;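 also: promastigotes grown with compound for 44 hours at 28 °C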
TLR4-MyD88 BLA = inhibitors of human TLR4-MyD88 binding. inhibition, % at 8.4 µM. HeLa CL3-4 TLR4/MyD88 BLA complementation, FRET ratio. AID 861. hit rate 0.18% among 200,000. O00206+Q99836; in the data active = inhibition above about 25%;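 also: 0% = vehicle and 100% = reference inhibitor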
PMI activator = activators of human phosphomannose isomerase. AID 1214. P34949. hit rate 0.005% among 190,000. purified human PMI, coupled resazurin fluorescence, 20 min; stronger effect = higher value; 1 = vehicle control, 0 substrate-free wells. activation factor at 20 µM;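 active = activation factor of 2 or more at 20 µM, relative to plate controls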
Target sequence (P34949 whole entry, looked up): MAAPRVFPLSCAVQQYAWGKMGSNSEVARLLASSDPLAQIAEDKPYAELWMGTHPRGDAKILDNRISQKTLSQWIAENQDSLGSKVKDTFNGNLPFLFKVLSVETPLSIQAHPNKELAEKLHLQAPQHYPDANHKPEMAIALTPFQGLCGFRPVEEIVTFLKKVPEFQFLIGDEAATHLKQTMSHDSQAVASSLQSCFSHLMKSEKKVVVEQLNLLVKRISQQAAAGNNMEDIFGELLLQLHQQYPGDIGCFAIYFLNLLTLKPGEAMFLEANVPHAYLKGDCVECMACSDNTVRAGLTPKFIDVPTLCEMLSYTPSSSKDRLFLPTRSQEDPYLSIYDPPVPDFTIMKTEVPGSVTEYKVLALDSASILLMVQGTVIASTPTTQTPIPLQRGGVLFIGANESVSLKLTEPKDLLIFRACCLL
S1P3 antag = S1P3 (human) receptor antagonism | Q99500 | AID 485 | inhibition, % at 4.98 µM | CHO S1P3 NFAT-BLA reporter, FRET fluorescence, antagonist mode | hit rate 0.27% among 170,000;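 active = inhibition above the plate cutoff, the mean inhibition of test wells on that plate plus 3 SD, cut at about 28% in these data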;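 also: cells challenged with S1P at its EC80 of 0.8 µM; blue over green emission ratio from cleaved BLA substrate after 4 h stimulation; 0% = S1P-stimulated wells and 100% = unstimulated DMSO-only wells; some compounds past the cut are filed as inactive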
Target sequence (Q99500 whole entry, looked up): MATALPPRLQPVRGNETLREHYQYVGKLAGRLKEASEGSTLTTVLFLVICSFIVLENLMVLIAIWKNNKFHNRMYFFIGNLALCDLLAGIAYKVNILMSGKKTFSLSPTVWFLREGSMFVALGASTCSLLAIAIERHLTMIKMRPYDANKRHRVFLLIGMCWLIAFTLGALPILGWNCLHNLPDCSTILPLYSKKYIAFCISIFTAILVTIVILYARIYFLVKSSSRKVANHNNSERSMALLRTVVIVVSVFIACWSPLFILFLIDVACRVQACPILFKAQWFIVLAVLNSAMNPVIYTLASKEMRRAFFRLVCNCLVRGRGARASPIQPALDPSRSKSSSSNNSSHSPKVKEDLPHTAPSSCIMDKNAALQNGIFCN
RAM inhibit = blocks the yeast RAM network. hit rate 1.8% among 190,000. inhibition, % at 50 µM. S. cerevisiae dse1pr::URA3 reporter, 5-FOA growth OD615, 2 d; analog-sensitive cbk1-as2 kinase mutant strain;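 active = inhibition above a set limit, 3 SD over mean compound inhibition, cut at about 8.4% in these data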;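 also: 0% = DMSO-only wells with no growth and 100% = 10 µM 1-NA-PP1 full growth; inhibition rescues growth on 5-FOA so higher OD means more RAM inhibition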
Hsp70 activator = transcriptional activators of Hsp70; hit rate 0.04% among 200,000; HeLa Hsp70 promoter luciferase reporter, luminescence; scaled: vehicle 0, proteasome-inhibitor control 100%; activation, % at 10 µM;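 active = activation above the mean across all tested compounds plus 3 SD, cutoff set per campaign, cut at about 5.5% in these data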;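 also: 100% = MG132 at 30 µM as the positive control and 0% = DMSO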
Diaphorase inh = inhibits diaphorase or chemically oxidizes, flagging diaphorase assay artifacts; inhibition, % at 20 µM; diaphorase resazurin-to-resorufin fluorescence, NADH, 16 min; bacterial (C. kluyveri) enzyme, not human; AID 1217; hit rate 0.69% among 190,000;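 active = primary screen inhibition at 20 µM above a set limit, cut at about 50% in these data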;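 also: plate controls were DMSO with full reaction for no effect and wells lacking NADH for full effect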
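Assay system: diaphorase enzyme from Clostridium kluyveri; Input: enzyme working solution with 0.14 U/mL diaphorase; Timing: 16 min at room temperature; Technique: resorufin fluorescence, excitation 544 nm, emission 590 nm; Benchmarks: positive control minus NADH, DMSO neutral control.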
G6PDH counter = counter-screen for G6PDH assay hits: L. mesenteroides G6PDH inhibition | AID 1020 | Purified L. mesenteroides G6PDH, diaphorase/resazurin coupled fluorescence, 45 min | inhibition, % at 5 µM | hit rate 0.12% among 200,000
Diaph act CS = counter-screen for diaphorase-based assays: diaphorase activators and chemical reducers; hit rate 0.005% among 190,000; Diaphorase/resazurin coupled assay, resorufin fluorescence, 16 min; stronger effect = higher value; 1 = vehicle wells, 0 = NADH-free wells; activation factor at 20 µM;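 active = diaphorase activity raised at least twofold by the compound at 20 µM; inactive = activation factor below 2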
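Material: Purified diaphorase enzyme from Clostridium kluyveri | Buffer or medium: 50 mM HEPES pH 7.4 with 4.542 mM MgCl2, 0.005% Tween 20 | Times: 16 min enzyme reaction, ambient temperature | Signal: Red resorufin fluorescence at 544/590 nm excitation/emission | Measure: Increased resorufin signal from activators or reducing compounds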
Redox H2O2 prof = compounds producing H2O2 with reducing agent – biochemical, NIH compound library profiling, artefact control for MLSCN library redox annotation, primary screen; DTT-dependent redox cycling H2O2, phenol red/HRP absorbance; 100% = 100 µM peroxide control, 0% = buffer; activation, % at 10 µM; hit rate 0.03% among 200,000;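 active = activation of at least 50% relative to the plate's high and low controls in the primary single-dose screen; inactive = activation below 50%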;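 also: compound incubated with DTT at 0.8 mM final as the reducing agent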
PMI act satM6P = increases human PMI activity with near-saturating mannose 6-phosphate; activation factor at 20 µM; AID 1216; P34949; coupled PMI enzyme assay, resazurin fluorescence, 20 min; stronger effect = higher value; 1 = untreated enzyme, 0 = substrate-free blank; hit rate 0.34% among 190,000;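 active = activation factor of 2 or more at 20 µM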
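Test system – human PMI in coupled enzyme assay · Timing – 20 min incubation at room temperature · Detection – Diaphorase-driven resazurin-to-resorufin fluorescence, excitation 544, emission 590 nm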
* hit, by the source's call; . = no result given. Rule as the data show it, unless noted: active = inhibition above about 50%; inactive = the rest.

SMILES | L major viab | TLR4-MyD88 BLA | PMI activator | S1P3 antag | RAM inhibit | Hsp70 activator | Diaphorase inh | G6PDH counter | Diaph act CS | Redox H2O2 prof | PMI act satM6P
Cc1ccc(-n2c(SCC(=O)NCCN3C(=O)CSC3=O)nnc2-c2ccccc2)cc1 | 62* | -9 | 0.9 | -10 | 0.7 | -0.3 | 13 | 16 | 0.9 | -0.3 | 1
CC1(C)CC(=O)CC2(C1)NCC(c1ccccc1)c1c2[nH]c2ccccc12 (stereo unspecified) | 29 | -14 | 0.8 | 0 | 1.9 | 0.1 | 17 | 7 | 0.8 | -1.2 | 0.9
CSC(=NCc1ccc(F)cc1)NS(=O)(=O)c1cccs1 | 1 | -5 | 1 | -24 | 1.0 | -0.1 | 11 | 11 | 0.9 | 0.2 | 1
O=C(CSc1nncs1)Nc1ccc(Cl)cn1 | -6 | -6 | 0.9 | -7 | 1.9 | -0.1 | 6 | 4 | 0.9 | 0.3 | 0.9
Cc1ccc(NC(=O)Cn2nnc(-c3ccccc3-n3cnnn3)n2)c(C)c1 | -6 | -13 | 1 | -30 | 1.8 | -0.2 | 15 | 5 | 0.8 | -0.6 | 0.9
COC(=O)NC(=C(Cl)Cl)S(=O)(=O)c1ccccc1 | 97* | -6 | 1 | . | 0.1 | 0.4 | 3 | 0 | 1 | 0.0 | 1.1
c1ccc(COc2ccc(OCCCCN3CCCCC3)cc2)cc1 | 100* | -12 | 1 | . | 0.2 | 0.0 | 11 | 3 | 0.9 | 0.0 | 0.9
CCCc1cc(C(=O)Nc2cc(C)on2)no1 | -5 | -5 | 1 | . | -0.1 | -0.1 | 21 | -2 | 0.8 | -0.8 | 1
CCNC(=S)Nc1ccc(N(c2ccccc2)C(C)C)cc1 | -23 | 8 | 0.7 | . | 4.5 | -0.3 | 30 | 13 | 0.7 | 0.0 | 0.7
C=CCn1c(SCc2ccc(C#N)cc2)nnc1-c1cccc(Cl)c1 | 9 | 7 | 0.9 | -2 | 0.4 | -0.2 | 16 | -24 | 0.8 | 3.7 | 1
CC(C)OC(=O)CSc1nnc(-c2cnccn2)n1-c1ccc(Cl)cc1 | -7 | -6 | 1.1 | 6 | -1.2 | 0.0 | -11 | 5 | 1.1 | 3.0 | 1.1
O=C(c1c[nH]c(C(=O)C(Cl)(Cl)Cl)c1)c1ccccc1Cl | 10 | 2 | 0.9 | . | -0.9 | 0.1 | 24 | 7 | 0.8 | 2.5 | 1
Cc1ccnc(N2CCC(C(=O)Nc3nnc(C)s3)CC2)n1 | 3 | 3 | 0.9 | -28 | 0.7 | 0.1 | 16 | 3 | 0.8 | -2.9 | 0.9
O=C(Cn1nc(Cc2cccnc2)c2ccccc2c1=O)NCc1ccc(F)cc1 | -8 | 0 | 1 | . | 1.2 | -0.1 | 19 | -1 | 0.8 | -0.5 | 1
COc1ccc(C(=O)N(NC(=O)Oc2ccccc2)C(C)(C)C)cc1 | 2 | -9 | 0.9 | 1 | 0.0 | -0.3 | 16 | 4 | 0.8 | 0.0 | 0.8
COc1ccc(-c2cc(C(F)(F)F)nc(SCCC(=O)N3CCOCC3)n2)cc1 | -4 | -16 | 1 | -11 | 2.8 | 0.4 | 9 | 4 | 0.9 | 1.7 | 1
COc1ccc(OCc2ccc(-c3nc4ccccc4c(=O)n3N)o2)cc1 | 16 | -14 | 0.8 | -8 | 4.0 | 0.1 | 17 | 0 | 0.8 | 1.4 | 0.8
O=C(NCc1cccnc1)/C(=N\O)c1ccccc1 | -2 | 6 | 1 | . | 0.1 | -0.2 | 7 | -2 | 0.9 | -0.2 | 1.1
COc1cccc(CN2CCNC(=O)C2CC(=O)NCc2cn3cccc(C)c3n2)c1OC (stereo unspecified) | -5 | -7 | 0.9 | 1 | 1.1 | 0.1 | 25 | 9 | 0.7 | -0.7 | 0.8
O=C(Nc1ccc(F)cc1)N1CCN(c2nc3ccccc3s2)CC1 | 9 | -6 | 1 | 0 | 0.9 | 0.0 | 4 | 0 | 1 | 1.6 | 1
CC1CCCN(C(=O)c2ccc3c(=O)n(C4CCCC4)c(=S)[nH]c3c2)C1 (stereo unspecified) | 0 | -2 | 1 | -8 | 1.1 | 0.3 | 11 | 4 | 0.9 | -0.4 | 1
CCOc1ccc(Nc2ncnc3ccc([N+](=O)[O-])cc23)cc1 | 24 | 17 | 0.9 | 13 | -0.4 | -0.5 | 3 | 1 | 1 | -0.3 | 0.9
CCOC(=O)CN1C(=O)C(C)(C)Oc2ccc(C(=O)NC(C)(C)CC)cc21 | -7 | -11 | 1 | -10 | 0.3 | 0.1 | 1 | 4 | 1 | 1.8 | 1
O=C(NCC(=O)N(CCN1CCOCC1)C(C(=O)NC1CCCC1)c1ccccc1)c1cccs1 (stereo unspecified) | 5 | -8 | 0.9 | -14 | 1.8 | -0.4 | 7 | 11 | 0.9 | 0.3 | 0.9
CC1=C(OC(=O)c2ccccc2)C(C)(C)C(c2ccc(Br)cc2)OC1=O (stereo unspecified) | 0 | 3 | 0.9 | . | 2.6 | 0.0 | 22 | -1 | 0.8 | -15 | 0.9
COc1cc(C(=O)NC(=S)Nc2ccccc2[N+](=O)[O-])cc(OC)c1OC | 7 | 10 | 0.9 | -16 | 7.4 | -0.1 | 19 | 4 | 0.8 | -0.8 | 1
Cc1noc(C)c1S(=O)(=O)N1CCC(C(=O)N2CCN(c3ccc(Cl)cc3)CC2)CC1 | 68* | 7 | 0.9 | . | 3.4 | -0.1 | 22 | 3 | 0.8 | -0.7 | 0.9
O=C(O)c1oc2ccccc2c1CSCc1ccccc1 | 8 | 17 | 0.9 | -20 | 1.0 | -0.1 | 24 | 0 | 0.8 | -0.3 | 0.6
O=C(Nc1cccc(S(=O)(=O)N2CCCC2)c1)c1cc(-c2ccccn2)nc2ccccc12 | 11 | -8 | 0.8 | 6 | 3.9 | -0.2 | 14 | -1 | 0.9 | -0.5 | 0.8
CCOc1ccc(-c2nnc(SCC(=O)N(CC)CC)n2N)cc1 | -4 | -6 | 1 | . | -0.9 | -0.1 | 3 | 7 | 1 | -0.8 | 1.1

3 compounds from above, showing only Diaph act CS:
SMILES | Diaph act CS
Cc1noc(C)c1S(=O)(=O)N1CCC(C(=O)N2CCN(c3ccc(Cl)cc3)CC2)CC1 | 0.8
O=C(O)c1oc2ccccc2c1CSCc1ccccc1 | 0.8
O=C(Nc1cccc(S(=O)(=O)N2CCCC2)c1)c1cc(-c2ccccn2)nc2ccccc12 | 0.9

(cont.)
SMILES | L major viab | TLR4-MyD88 BLA | PMI activator | S1P3 antag | RAM inhibit | Hsp70 activator | Diaphorase inh | G6PDH counter | Diaph act CS | Redox H2O2 prof | PMI act satM6P
COc1ccc(CCNC(=O)CSc2nc(C)cs2)cc1 | -4 | -6 | 1 | -5 | 2.2 | -0.4 | 8 | -16 | 0.9 | 0.0 | 1.1
O=C(O)c1ccc2c(c1)CCC2 | -2 | 2 | 1.1 | -9 | 0.1 | -0.1 | 0 | 6 | 1 | 0.1 | 1
O=C(CCc1nc2ccccc2[nH]c1=O)OCC(=O)N1CCc2ccccc21 | 2 | -6 | 1 | 16 | 4.5 | 0.1 | 23 | 5 | 0.8 | 2.0 | 0.9
CC1(C)CC2CC(C)(CN2C(=O)c2ccccc2)C1 (stereo unspecified) | 0 | 18 | 1 | -15 | 0.8 | -0.5 | 3 | 6 | 1 | 0.0 | 1.1
O=C(O)CCC(NC(=O)OCc1ccccc1)C(=O)O (stereo unspecified) | -7 | -11 | 1 | -4 | 2.5 | -0.3 | 12 | 0 | 0.9 | 0.2 | 1
O=C(Nc1nnc(-c2cccnc2)o1)c1ccccc1Cl | -6 | 6 | 1.1 | 0 | -0.3 | -0.4 | 12 | 0 | 0.9 | 0.1 | 1.1
Fc1ccc(N2CCN(C(c3cccs3)c3nnnn3C3CCCC3)CC2)cc1 (stereo unspecified) | 16 | 12 | 0.9 | 22 | 2.0 | -0.2 | 30 | 2 | 0.7 | 0.2 | 0.9
Cc1cc(OCC(=O)Nc2ccncc2)ccc1Br | 5 | -2 | 1.1 | 16 | -0.1 | -0.2 | 9 | 0 | 0.9 | -0.5 | 1
Cc1nc(SCC(=O)Nc2ccc(C)c(F)c2)c2oc3ccccc3c2n1 | -8 | -2 | 1.1 | 6 | 2.9 | 0.0 | 2 | -6 | 1 | 0.0 | 1
O=C(C1CC(=O)N(C2CCCC2)C1)N1CCN(c2ccccc2F)CC1 (stereo unspecified) | -3 | -10 | 1 | . | 0.8 | -0.1 | 10 | -4 | 0.9 | -1.8 | 1
CC(=O)Nc1ccc(NC(=O)CCNS(=O)(=O)c2cccc3nsnc23)cc1 | -2 | -12 | 0.9 | -1 | 1.6 | 0.2 | 13 | 1 | 0.9 | -1.7 | 0.9
O=C(O)C1C2C=CC(O2)C1C(=O)NCCc1cccc(Cl)c1 (stereo unspecified) | -2 | -15 | 1 | -10 | 0.7 | -0.1 | 28 | 12 | 0.7 | 0.1 | 1
COCCCNC(=O)CCCn1c(=O)c2ccccc2n(Cc2cccc([N+](=O)[O-])c2)c1=O | -3 | -1 | 1 | -6 | 2.8 | -0.2 | 18 | 10 | 0.8 | -1.2 | 1
COc1ccc(-c2ccnc(-c3ccc(O)cc3)n2)cc1 | -3 | 1 | 0.8 | 20 | 7.2 | -0.2 | 26 | 0 | 0.7 | -1.2 | 0.9
O=C(N/N=C/c1cccc([N+](=O)[O-])c1)c1cccc(Br)c1 | 1 | -22 | 1 | -1 | 2.8 | -0.2 | 5 | 6 | 1 | -1.6 | 1
CCc1cc(/C(Cc2ccccn2)=N\Nc2ccccc2)c(O)cc1O | 59* | -1 | 1.6 | 1 | 0.0 | 0.1 | 24 | 0 | 0.8 | -0.1 | 2.1*
O=C(CCc1nnc(C2CCCCC2)o1)NCCCOc1cccnc1 | 6 | -8 | 1 | -4 | 0.8 | -0.1 | 6 | 5 | 0.9 | -0.6 | 1.1
O=C(c1ccccc1-c1nc(-c2ccc(F)cc2)no1)N1CCCC1 | -3 | 5 | 0.9 | -65 | 0.5 | -0.2 | 18 | 6 | 0.8 | 0.1 | 0.9

Screening results from PubChem.
